High-throughput results (PubChem)
RNase H inhibition: RNase H inhibition, HIV 1 Gag Pol polyprotein, FRET biochemical assay, screening (AID 372) | hit rate 0.77% among 100,000 | HIV-1 RT RNase H, FRET RNA/DNA substrate fluorescence; higher % means a stronger effect | one-dose inhibition, % at 10 µM; IC50 in µM for titrated hits; in the data active = inhibition above about 50%
Starred values were filed as active, the others as inactive. These rows are one share of the data; count on the stated rates, not on these rows.

SMILES | RNase H inhibition
Fc1ccc(C2=CSC3=NCCN23)cc1 | 2%
Cc1ccc(-n2c(C)cc(/C=C(\C#N)C(=O)Nc3ccc(F)cc3)c2C)cc1[N+](=O)[O-] | 18%
O=C(NC(NC(=S)Nc1ccccc1I)C(Cl)(Cl)Cl)c1cccc([N+](=O)[O-])c1 (centres undefined) | 17%
CC1=NNC(=O)C1CC(=O)N/N=C/c1ccc(Cl)cc1 (centres undefined) | 4%
N#Cc1c(/N=C/c2cc(Br)ccc2Br)sc2c1CCCC2 | 15%
CCSc1nc(O)cc(=O)n1-c1ccccc1OC | 1%
Cc1cccc(C)c1NC(=S)NC(=O)c1ccco1 | 16%
COc1cccc(NC(=O)CN(c2ccc(OC)cc2OC)S(=O)(=O)c2ccc(C)cc2)c1 | 12%
CC1=C(C#N)c2nc(N)c(C#N)c(C)c2/C1=C\c1ccc(-c2cccc([N+](=O)[O-])c2)o1 | 8%
COc1ccc(Oc2c(C(F)(F)F)oc3cc(OC(C)=O)ccc3c2=O)cc1 | 2%
CCOCCOC(=O)C1=C(C)NC2=C(C(=O)CC(C)(C)C2)C1c1cccc(Cl)c1Cl (centres undefined) | 5%
Cc1ccc(OCC(O)CN(C)S(=O)(=O)O)c([N+](=O)[O-])c1 (centres undefined) | 21%
O=C(Cn1nnc([N+](=O)[O-])n1)N(c1ccccc1)c1ccccc1 | 1%
COc1ccc(CC(=O)NNC(=O)c2ccc(C(C)(C)C)cc2)cc1 | 0%
CCc1ccc(C=NN2CCN(c3ccc(Cl)cc3)CC2)cc1 | 3%
COc1ccc(/C=N/NC(=O)C(=O)N2CCN(c3ccccc3OC)CC2)cc1 | 13%
CCN1C(=O)/C(=C/c2ccc(NC(=O)c3ccc4ncccc4c3)cc2)SC1=S | 4%
CC(C)(C)C1CCc2c(sc(NC(=O)C3CC4CCC3C4)c2C(N)=O)C1 (centres undefined) | 8%
O=C1c2ccccc2C(=O)N1c1nc(-c2ccccc2)cs1 | 14%
O=[N+]([O-])c1cc([N+](=O)[O-])c2oc(-c3ccccc3)c(Br)c2c1O | 17%
COc1ccc(C=NN2CCN(Cc3ccccc3Cl)CC2)c(OC)c1OC | 10%
CCOc1ccc(CN2CCN(c3ncccn3)CC2)cc1 | 3%
CCN1C(=O)/C(=C2/C=Cc3cc(C)ccc3N2CC)SC1=NCc1ccccc1 | 30%
C=CCN1C(=O)/C(=C\c2ccc(F)cc2)C(C(=O)OC)=C1C | 4%
CCOc1ccccc1/C=C1/C(=O)NN(c2ccc(Br)cc2)C1=O | 12%
Cc1ccccc1C(=O)Nc1c(C(=O)N2CCCC2)cnn1-c1ccccc1 | 12%
O=C(c1ccccc1F)N1CCN(CCCc2ccccc2)CC1 | 4%
CCOc1ccccc1NC1=C(Cl)C(=O)N(c2cccc(C(F)(F)F)c2)C1=O | 11%
COc1cc([N+](=O)[O-])cc2c1NC(c1cccc(Cl)c1Cl)C1CC=CC21 (centres undefined) | 30%
O=C(c1cccnc1)N1CCN(S(=O)(=O)c2ccccc2)CC1 | 0%
Cc1ccc2c(c1)n(Cc1ccccc1)c(=O)n2Cc1ccccc1 | 12%
CCOC(=O)C1=NNC(C(=O)c2ccc(Cl)cc2)C1c1ccc(OC)cc1 (centres undefined) | 11%
CCOc1cc(C(=O)N2CCN(c3ccccc3OC)CC2)cc(OCC)c1OCC | 11%
O=C1CC(c2ccc([N+](=O)[O-])cc2)=NN1 | 0%
NC1=NC(=O)/C(=C\c2ccc(-c3ccc(F)cc3)o2)S1 | 21%
Cc1ccc(S(=O)(=O)n2c([N+](=O)[O-])cnc2C)c(C)c1 | 1%
COc1ccc(C)cc1NC(=O)c1cc(OC)c(OC)c(OC)c1 | 9%
CC(C)(C)c1cc(C2=N/C(=C\c3ccc([N+](=O)[O-])cc3)C(=O)O2)cc(C(C)(C)C)c1 | 21%
O=S(=O)(NCc1ccccn1)c1cc(Cl)c(Cl)cc1Cl | 12%
COc1ccc(C(=O)Nc2ccc(-c3nc4cc(C)c(C)cc4o3)c(O)c2)cc1[N+](=O)[O-] | 15%
CCc1ccc(N2C(=O)NC(=O)/C(=C\c3ccc(OCC(=O)O)c(Br)c3)C2=O)cc1 | 1%
Cc1ccc(NC(=O)C(=O)NCc2ccc(/C=N\NC(=O)C(=O)Nc3ccc(Br)cc3)o2)cc1C | 40%
O=C(Nc1ccccc1C(=O)N1CCOCC1)c1ccncc1 | 9%
O=C(Nc1ccc(O)c(-c2nc3ccccc3o2)c1)C(Cl)(Cl)Cl | 9%
Cc1cc(C)c2oc(-c3cccc(NC(=O)c4cccs4)c3C)nc2c1 | 12%
Cc1ccc2c(c1)C(c1ccccc1[N+](=O)[O-])CC(=O)N2 (centres undefined) | 22%
OC(CN1CCNCC1)Cn1c2ccccc2c2cc(Br)ccc21 (centres undefined) | 12%
O=[N+]([O-])c1ccc(S(=O)(=O)n2cccn2)cc1 | 0%
CCOc1cc(C=O)ccc1OCC(N)=O | 0%
CCCCCCOc1ccc(N2C(=O)CC(N3CCC(C(N)=O)CC3)C2=O)cc1 (centres undefined) | 8%
O=C(Nc1ccc(N2CCOCC2)cc1)c1cccc([N+](=O)[O-])c1 | 3%
O=C(Nc1cc([N+](=O)[O-])ccc1Cl)c1cc(-c2ccc(Cl)cc2)nc2ccccc12 | 6%
CC1=NN(c2ccc(C(=O)O)cc2)C(=O)/C1=C\c1ccc(O)cc1 | 21%
CCCCc1cccc(C(=O)CSc2nc(C)c(C)c(C)c2C#N)c1 | 25%
CCn1c(/N=C/c2ccc(O)cc2)nc2ccccc21 | 8%
CN(C)c1ccc(-c2nc3cc(NC(=O)c4cccc(Br)c4)ccc3o2)cc1 | 11%
CC1(C)C(c2cccs2)=[N+]([O-])C2(CCCCC/C2=N\NC(N)=O)N1O (centres undefined) | 0%
CCOc1ccc(NC(=O)CC2S/C(=N\N=C(/C)c3ccc(F)cc3)NC2=O)cc1 (centres undefined) | 6%
COc1ccc(N2C(=O)/C(=C\c3ccc4ccccc4c3)SC2=S)cc1 | 18%
CCN(CC)S(=O)(=O)c1cc(C(=O)NCc2ccccc2)ccc1Cl | 1%
The listing continues:
SMILES | RNase H inhibition
CCOc1ccc(N(CC(=O)NC(C)CC)S(=O)(=O)c2ccc(Br)cc2)cc1 (centres undefined) | 5%
Oc1ccc(N=Cc2ccc(O)c(O)c2)cc1 | 70%*
CCCCNCCCCOc1ccccc1C(C)(C)C | 8%
CCOC(=O)c1c(NC(=O)Cc2ccc(Cl)cc2)sc(C(=O)Nc2ccc(OC)cc2OC)c1C | 5%
O=C(CC1Nc2ccccc2NC1=O)Nc1ccccc1OC(F)F (centres undefined) | 11%
CC(C)c1ccc(/C=C(/C#N)C(=O)Nc2ccc(O)cc2)cc1 | 18%
O=C(NC(=S)Nc1ccc(Cl)cc1)c1cccc(F)c1 | 0%
C=CCN1C(=O)/C(=C\c2cc(C)n(-c3ccccc3)c2C)SC1=S | 17%
CC1(c2ccccc2)CC(C)(C)N(C(=O)/C=C/c2ccccc2)c2ccccc21 (centres undefined) | 12%
CCCCn1nc(CC(=O)O)c2ccccc2c1=O | 8%
N#Cc1c(N)nc(C(Cl)(Cl)Cl)nc1-c1ccccc1 | 18%
COc1ccc2oc(=O)c(C(=O)Nn3cnnc3)cc2c1 | 11%
COc1ccc(NC(=O)/C(=C/c2ccc(OC(C)=O)c(OC)c2)NC(C)=O)cc1 | 15%
COc1ccc(C(=O)NCCNc2ccc([N+](=O)[O-])cc2)cc1OC | 11%
COCCCNC(=O)CN(c1ccc(C)cc1)S(C)(=O)=O | 10%
Cc1ccccc1Cn1cc(/C=C2/C(=O)NC(=O)N(c3ccccc3)C2=O)c2ccccc21 | 21%
CC1CCN(c2cc(N3CCN(C(=O)c4cccc(F)c4)CC3)c([N+](=O)[O-])cc2F)CC1 | 5%
CCCOc1ccc(N2C(=O)CC(SC(=N)N3N=C(c4ccc(C)cc4)CC3c3ccc(Cl)cc3)C2=O)cc1 (centres undefined) | 0%
Cc1ccccc1N1C(=O)/C(=C/c2ccc3c(c2)OCO3)SC1=S | 19%
COc1ccc(NC(=O)/C=C/c2cc(Br)ccc2OC)cc1 | 16%

16 structures already listed, arranged by count of non-hydrogen atoms, high to low.
SMILES | RNase H inhibition
CCCOc1ccc(N2C(=O)CC(SC(=N)N3N=C(c4ccc(C)cc4)CC3c3ccc(Cl)cc3)C2=O)cc1 (centres undefined) | 0%
CCOC(=O)c1c(NC(=O)Cc2ccc(Cl)cc2)sc(C(=O)Nc2ccc(OC)cc2OC)c1C | 5%
Cc1ccccc1Cn1cc(/C=C2/C(=O)NC(=O)N(c3ccccc3)C2=O)c2ccccc21 | 21%
CC1CCN(c2cc(N3CCN(C(=O)c4cccc(F)c4)CC3)c([N+](=O)[O-])cc2F)CC1 | 5%
CCOc1ccc(NC(=O)CC2S/C(=N\N=C(/C)c3ccc(F)cc3)NC2=O)cc1 (centres undefined) | 6%
COc1ccc(NC(=O)/C(=C/c2ccc(OC(C)=O)c(OC)c2)NC(C)=O)cc1 | 15%
CCOc1ccc(N(CC(=O)NC(C)CC)S(=O)(=O)c2ccc(Br)cc2)cc1 (centres undefined) | 5%
COc1ccc(N2C(=O)/C(=C\c3ccc4ccccc4c3)SC2=S)cc1 | 18%
CC1(C)C(c2cccs2)=[N+]([O-])C2(CCCCC/C2=N\NC(N)=O)N1O (centres undefined) | 0%
C=CCN1C(=O)/C(=C\c2cc(C)n(-c3ccccc3)c2C)SC1=S | 17%
CC(C)c1ccc(/C=C(/C#N)C(=O)Nc2ccc(O)cc2)cc1 | 18%
COc1ccc(NC(=O)/C=C/c2cc(Br)ccc2OC)cc1 | 16%
COCCCNC(=O)CN(c1ccc(C)cc1)S(C)(=O)=O | 10%
CCCCNCCCCOc1ccccc1C(C)(C)C | 8%
CCCCn1nc(CC(=O)O)c2ccccc2c1=O | 8%
Oc1ccc(N=Cc2ccc(O)c(O)c2)cc1 | 70%*

Later entries
SMILES | RNase H inhibition
Cc1ccc(S(=O)(=O)Oc2ccccc2/C=C2/SC(=S)N(Cc3ccccc3)C2=O)cc1 | 0%
CCOc1cc(/C=N/NC(=O)c2cccc(Cl)c2)ccc1OCCOCCOc1ccc(C)cc1 | 12%
CC(C)c1ccc(NC(=O)C2CC2)cc1 | 1%
Cc1ccc(NC(=S)NC(=O)c2ccc(-c3ccccc3)cc2)cc1 | 22%
COc1ccc(C(=O)N/C(=C/c2cccc3ccccc23)C(=O)Nc2ccc(I)cc2)cc1 | 19%
O=C(CSc1ncn[nH]1)Nc1cccc(C(F)(F)F)c1 | 7%
O=C(O)CCCN1C(=O)C(=O)/C(=C(/O)c2ccccc2)C1c1ccc(Cl)cc1Cl (centres undefined) | 0%
CCOc1ccc(/C=N/n2c(-c3ccc(OC)cc3)n[nH]c2=S)cc1OC | 12%
CCN(CC)Cc1c(O)ccc2c(=O)c(-c3ccccc3OC)coc12 | 2%
CNC(=O)C(=O)Nc1ccc(OC)cc1 | 4%
CC1=C(C(=O)OCCOc2ccccc2)C(c2cccc([N+](=O)[O-])c2)C2=C(CC(c3ccccc3)CC2=O)N1 (centres undefined) | 22%
COc1cc(/C=C(/C#N)C(=O)Nc2ccc(Cl)cc2)ccc1OCC(=O)O | 1%
CCOC(=O)N1CCN(C2CC(=O)N(c3cccc(Br)c3)C2=O)CC1 (centres undefined) | 5%
O=C(Nc1ccc(Br)c(Cl)c1)c1cccc([N+](=O)[O-])c1 | 2%
FC(F)(F)c1ccccc1CN1CCN(Cc2ccc3ccccc3c2)CC1 | 5%
N#Cc1c(N)c(C(=O)c2ccc(Br)cc2)n2c1CCC2 | 25%
O=C(O)C1CCC(c2ccccc2)CC1 (centres undefined) | 4%
O=C1c2ccccc2C(=O)N1CCCc1nc2ccccc2c(=O)n1-c1cccnc1 | 4%
CC(=O)Nc1ccc(C(=O)NC(C)C)cc1 | 5%
OC(Cn1c(Cc2ccccc2)nc2ccccc21)Cn1c2ccccc2c2ccccc21 (centres undefined) | 4%

3 entries out of the list, sorted by molar mass, high to low.
SMILES | RNase H inhibition
COc1ccc(C(=O)N/C(=C/c2cccc3ccccc23)C(=O)Nc2ccc(I)cc2)cc1 | 19%
CC1=C(C(=O)OCCOc2ccccc2)C(c2cccc([N+](=O)[O-])c2)C2=C(CC(c3ccccc3)CC2=O)N1 (centres undefined) | 22%
FC(F)(F)c1ccccc1CN1CCN(Cc2ccc3ccccc3c2)CC1 | 5%

New compounds follow:
SMILES | RNase H inhibition
CC(=O)NC(NC(=S)Nc1sc2c(c1C#N)CCCC2)C(Cl)(Cl)Cl (centres undefined) | 20%
CCOC(=O)C1=C(C)N=c2s/c(=C\c3ccc(-c4ccc([N+](=O)[O-])cc4)o3)c(=O)n2C1c1ccc2c(c1)OCO2 (centres undefined) | 41%
O=C(Nc1ccc(I)cc1)/C(=C\c1cccs1)NC(=O)c1ccccc1 | 10%
COC(=O)c1cc(C(=O)Nc2ccc(F)cc2)cc([N+](=O)[O-])c1 | 0%
O=c1c(C=NCc2ccncc2)c(CSc2ccc(Cl)cc2)[nH]n1-c1nc2ccccc2s1 | 9%
CCCC(=O)c1ccc(N2CCN(C(=O)c3cccc(F)c3)CC2)c(F)c1 | 9%
CC(=O)Oc1ccc(N2C(=O)C3C4C=CC(C4)C3C2=O)cc1 (centres undefined) | 11%
Cc1ccc(-c2nc3ncccc3o2)cc1NC(=O)c1ccc(Cl)cc1 | 3%
Cc1c(C=C2C(=O)NC(=S)NC2=O)c2ccccc2n1Cc1ccc(F)cc1 | 29%
C/C(=N/NC(=O)CNc1ccccc1C)c1ccc(Br)cc1 | 11%
Oc1c(Br)cc(/C=N/Nc2nc(Nc3ccccc3)nc(Nc3ccccc3)n2)cc1Br | 34%
CCOC(=O)/C(C#N)=N/Nc1cc(OC)c(NC(C)=O)cc1OC | 0%
Cc1cc(C2SCc3cc(C)c(C)cc3CS2)c(O)c([N+](=O)[O-])c1 | 23%
Cn1c(CNc2ccc(S(N)(=O)=O)cc2)nc2ccccc21 | 8%
Cc1cc(/C=C2\C(=O)NC(=S)N(c3ccc(Cl)cc3)C2=O)c(C)n1C | 3%
